# GLS inh = qHTS for Inhibitors of Glutaminase (GLS) | 410,000 tested, 0.21% active | AID 624170, 2012 | Glutaminase kidney isoform, mitochondrial (Homo sapiens), O94925 | GLS enzymatic activity, qHTS titration | Potency, µM (titrated, usually from 45.5 µM), inactives show at the top dose activity change, negative = inhibition, actives largely listed as inhibitors; also: potency is read from the fitted curve at half-maximal effect; % is scaled to controls: 0 for no effect and ±100 for the full control effect
#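 hKGA in 45 mM KH2PO4 pH 8.2, 0.02% Tween-20 with pin-transferred compounds; 1 mM L-glutamine (stock) plus glutamate oxidase/HRP/Amplex Red coupling added. Fluorescence read initially and after 30 min at RT.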
# Tb PGK inh = qHTS Assay to Find Inhibitors of Phosphoglycerate Kinase | PGK/GAPDH coupled, Kinase-Glo luminescence, 60 min | Potency, µM (series often up to 57.5 µM), for the others: at the highest dose activity change, negative = inhibition, actives largely listed as inhibitors | AID 602233, 2012 | 380,000 tested, 0.043% active | Phosphoglycerate kinase, glycosomal (Trypanosoma brucei brucei), P07378; also: potency is read from the fitted curve at half-maximal effect; % is scaled to controls: 0 for no effect and ±100 for the full control effect; nearly all actives have a fitted effect of over 60% in size
#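 Recombinant glycosomal PGK reaction used 1,3-bisphosphoglycerate generated in-well by GAPDH (100nM final) in 100mM TEA pH 7.6, 5mM MgCl2, 0.01% Tween-20. After 60 minutes at room temperature, ATP was read by Kinase-Glo Plus luminescence end-point.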
# IDH1 R132H inh = qHTS for Inhibitors of mutant isocitrate dehydrogenase 1 (IDH1): qHTS; Potency, µM (doses to about 76.6 µM), for inactives: at the top dose activity change, negative = inhibition, most hits filed as inhibitors; Isocitrate dehydrogenase [NADP] cytoplasmic (Homo sapiens), O75874; 390,000 tested, 0.093% active; IDH1-R132H enzyme, NADPH consumption, diaphorase/resazurin fluorescence; also: potency is read from the fitted curve at half-maximal effect; % is scaled to controls: 0 for no effect and ±100 for the full control effect; nearly all actives have a fitted effect of over 65% in size
# Target sequence (O75874 whole entry R132H, stated change not applied): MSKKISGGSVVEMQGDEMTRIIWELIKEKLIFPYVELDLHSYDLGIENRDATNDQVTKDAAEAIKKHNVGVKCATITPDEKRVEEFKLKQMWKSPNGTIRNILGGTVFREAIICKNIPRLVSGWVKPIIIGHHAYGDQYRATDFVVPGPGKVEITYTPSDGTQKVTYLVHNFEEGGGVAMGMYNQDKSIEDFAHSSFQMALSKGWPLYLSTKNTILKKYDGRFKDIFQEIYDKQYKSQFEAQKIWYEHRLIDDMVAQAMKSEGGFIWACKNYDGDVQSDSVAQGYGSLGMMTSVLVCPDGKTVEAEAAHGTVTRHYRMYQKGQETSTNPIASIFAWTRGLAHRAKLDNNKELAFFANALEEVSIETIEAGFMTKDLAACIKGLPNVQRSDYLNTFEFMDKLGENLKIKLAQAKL
#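 IDH1-R132H (0.5 ug/mL dispensed) in pH 7.5 Tris buffer was preincubated 30 min with compound, then given a substrate mix of 0.016 mM NADPH and 2 mM alpha-KG for 80 min at room temperature; remaining NADPH was read by diaphorase/resazurin fluorescence.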
# USP1 inh = Inhibitors of USP1/UAF1: Primary Screen. Ubiquitin carboxyl-terminal hydrolase 1 (Homo sapiens), O94782. recombinant USP1/UAF1, Ub-Rhodamine cleavage fluorescence. Potency, µM (doses to about 57.1 µM), for inactives: top-dose activity change, negative = inhibition, usual class: inhibitors. 390,000 tested, 0.23% active. AID 743255, 2014; also: potency is read from the fitted curve at half-maximal effect; % is scaled to controls: 0 for no effect and ±100 for the full control effect; nearly all actives have a fitted effect of over 60% in size; inactives centre near -12
#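 1 nM enzyme complex + cpd, 15 min RT; start with Ub-Rho 150nM final; kinetic fluorescence ex 480/em 540, 6 reads q60 s. Buffer 50mM HEPES pH 7.8, 0.5mM EDTA, 0.1 mg/ml BSA, 1mM TCEP, 0.01% Tween-20.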
# TrxR1 substrate = qHTS Assay for Substrates of Mammalian Selenoprotein Thioredoxin Reductase 1 (TrxR1): qHTS. purified TrxR1 substrate turnover, NADPH consumption readout. Potency, µM (series often up to 114 µM), for the others: at the top dose activity change, negative = substrate turnover. 390,000 tested, 0.01% active. AID 588456, 2011; also: potency is read from the fitted curve at half-maximal effect; % is scaled to controls: 0 for no effect and ±100 for the full control effect; nearly all actives have a fitted effect of over 50% in size
# Target sequence (O89049 whole entry, looked up): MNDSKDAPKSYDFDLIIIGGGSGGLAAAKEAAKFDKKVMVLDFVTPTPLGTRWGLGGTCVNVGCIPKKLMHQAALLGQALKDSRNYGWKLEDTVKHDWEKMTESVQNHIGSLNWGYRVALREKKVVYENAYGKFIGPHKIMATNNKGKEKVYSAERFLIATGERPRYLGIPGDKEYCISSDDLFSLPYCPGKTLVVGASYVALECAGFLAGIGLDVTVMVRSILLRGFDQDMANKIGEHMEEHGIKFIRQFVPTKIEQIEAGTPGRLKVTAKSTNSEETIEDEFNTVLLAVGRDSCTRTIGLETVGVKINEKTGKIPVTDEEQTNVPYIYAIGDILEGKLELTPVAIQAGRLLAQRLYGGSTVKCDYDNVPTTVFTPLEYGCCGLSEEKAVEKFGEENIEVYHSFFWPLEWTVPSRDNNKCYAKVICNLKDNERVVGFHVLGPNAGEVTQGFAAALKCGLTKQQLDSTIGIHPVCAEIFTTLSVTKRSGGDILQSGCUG
#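 Rat TrxR1, dispensed at 90 nM, was prereduced with 400 uM NADPH (final) for 5 min at ~22 deg C, then incubated with compound 15 min before 400 uM selenite. A first-read NADPH fluorescence drop versus no-compound background flagged substrates.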
# HP1b chromo inh = HTS for Inhibitors of HP1-beta Chromodomain Interactions with Methylated Histone Tails | Chromobox protein homolog 1 (Homo sapiens), P83916 | AlphaScreen HP1-beta / biotin-H3K9me3 peptide binding | Potency, µM (top dose mostly 114 µM), for the others: at the top dose activity change, negative = inhibition, usual class: inhibitors | 390,000 tested, 0.56% active | AID 540317, 2011; also: potency is read from the fitted curve at half-maximal effect; nearly all actives have a fitted effect of over 70% in size; inactives centre near 23
#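 HP1-beta protein (50 nM final) preincubated 30 min at room temperature with biotinylated H3(1-18)K9me3 peptide (50 nM) in PBS pH 7.4, 0.01% Tween-20, then compound added for 30 min. AlphaScreen streptavidin donor/nickel chelate acceptor beads (10 ug/mL final), 30 min dark, luminescence read.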
# TrxR1 inh = qHTS Assay for Inhibitors of Mammalian Selenoprotein Thioredoxin Reductase 1 (TrxR1): qHTS; Potency, µM (highest dose often 114 µM), without a hit: top-dose activity change, negative = inhibition, hits mostly inhibitors; 390,000 tested, 1% active; Thioredoxin reductase 1, cytoplasmic (Rattus norvegicus), O89049; recombinant rTrxR1, NADPH fluorescence consumption, selenite substrate; AID 588453, 2011; also: potency is read from the fitted curve at half-maximal effect; % is scaled to controls: 0 for no effect and ±100 for the full control effect; nearly all actives have a fitted effect of over 65% in size
#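 Rat TrxR1 (90 nM in the dispensed reagent) was pre-reduced with 400 uM NADPH for 5 min at room temperature, then incubated with compound for 15 min. After 400 uM selenite was added, NADPH fluorescence (Ex 340/Em 450 nm) was followed for 8 min.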
# PI4K2A block = qHTS for small molecular inhibitors of PI4K2A. purified PI4K2A, ADP-Glo luminescence, 1 h; stronger effect = lower value. activity change, negative = inhibition, % at 76.9 µM. 420,000 tested, 0.13% active; in the data active = activity change below about -50%; inconclusive = mostly about -30% to -49%;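 also: -100% = wells without enzyme as full effect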
#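 ADP-Glo luminescence measured ADP generated by PI4K2A enzyme (4 ug/mL before mixing) with 1.2 mM PI substrate (pre-mix) and 300 microM ATP (pre-mix). Tris pH7.5 buffer with MgCl2, Triton X-100; 1 h reaction at ambient temperature.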
# Pin1 inhibitor = qHTS Assay to Find Inhibitors of Pin1 | Peptidyl-prolyl cis-trans isomerase NIMA-interacting 1 (Homo sapiens), Q13526 | Pin1 FP peptide displacement, HiFluor488, 10 min | Potency, µM (top dose mostly 115 µM), for inactives: at the highest dose activity, negative = inhibition, hits mostly inhibitors | 390,000 tested, 0.009% active; active = well fitted inhibition curve with a large enough effect in the polarisation, with a control signal flat, not every such curve was filed as active; inconclusive = small, poorly fitted or top-dose-only effect, or effect the other way, or a change in a side signal; inactive = no such curve, though single readings can be large or run the other way; the % refers to the polarisation; also: potency is read from the fitted curve at half-maximal effect; % is scaled to controls: 0 for no effect and ±100 for the full control effect
# Target sequence (Q13526 whole entry, looked up): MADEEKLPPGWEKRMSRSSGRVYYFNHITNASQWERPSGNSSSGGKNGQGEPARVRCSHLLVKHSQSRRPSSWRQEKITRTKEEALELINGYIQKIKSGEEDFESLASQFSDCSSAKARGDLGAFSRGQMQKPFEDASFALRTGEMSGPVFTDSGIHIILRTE
# An asterisk follows results filed as active; i = inactive; ? = inconclusive; & = joins results of further samples; [ ] = dose if it differs, or a comment. Unless noted, calls follow the shape of the dose curve; as a rule, active = well fitted curve in the direction sought with a large enough effect; inconclusive = small, poorly fitted or top-dose-only effect, or another doubt; inactive = no such curve, though single readings can be large; an effect the other way counts as inactive or inconclusive. This is a subset; the hit share may differ from the screen's.
SMILES,GLS inh,Tb PGK inh,IDH1 R132H inh,USP1 inh,TrxR1 substrate,HP1b chromo inh,TrxR1 inh,PI4K2A block,Pin1 inhibitor
O=C1CCSc2ccc(Cl)cc2N1Cc1cccc(Cl)c1,2%,i,2%,-26%,-7%[57.1 µM],112%[activator],14%[57.1 µM],3,3%
O=C(N/N=C/c1ccc(Br)s1)c1ccccn1,-5%,-10%,4%,-18%,1%[57.1 µM],51%[activator],-8%,-5,-3%
CN1CCN(CCCNCc2cn(CCC#N)c3ccccc23)CC1,9%,1%,3%,-12%,4%,?,-2%,-4,-2%
CC(=O)Nc1ccc(NC(=O)c2ccc(-c3ccccc3Cl)o2)cc1,2%,-8%,0%,-14%,21%,13%,-11%,4,12%
CC(C)(C)c1ccc(S(=O)(=O)NCc2ccc(C(=O)N3CCOCC3)cc2)cc1,2%,-3%,3%,-6%,-4%,35%[activator],11%,0,-7%
CN(C)S(=O)(=O)c1ccc(N2CCCC2)c(C(=O)NCC2CCCCC2)c1,3%,5%,-12%,6%,-5%,22%,0%[57.1 µM],-3,8%
O=C(CC1SC(=O)N(Cc2cccc3ccccc23)C1=O)Nc1nccs1 (centres undefined),-5%,-8%,5%,-14%,-1%,44%[activator],12%,0,-1%
Cc1nn(Cc2ccc(F)cc2)c(C)c1NC(=O)c1cc2ncc(Br)cn2n1,-29%,-16%,3%,-26%,10%,-8%,30%,-5,-2%
CCC(C)N(C(=O)COC(=O)c1ccc(=O)n(Cc2ccccc2)n1)C1CCS(=O)(=O)C1 (centres undefined),3%,5%,-1%,-16%,-3%,16%,-2%,-2,-1%
COc1cccc(-c2ccc3nnc(SCC(=O)N4CCOCC4)n3n2)c1,1%,-4%,7%,-7%,8%,24%,0%,-8,1%
O=C(Nc1ccc(F)cc1)c1ccc(-n2cnc3cccnc32)cc1,-5%,-1%,-8%,-21%,6%,47%[activator],43%[activator],0,4%
Cc1ccc(NC(=O)CCN2C(=O)c3cccc([N+](=O)[O-])c3C2=O)c(Br)c1,6%,-1%,0%,-3%,8%[57.1 µM],11%,8%[57.1 µM],-6,-3%
COc1ccccc1CNC(=O)COC(=O)c1ccc(C(=O)c2ccccc2)cc1,0%,-5%,0%,-6%,-6%,10%,18%[57.1 µM],3,-7%
CCN(CC)S(=O)(=O)c1ccc(N2CC(C(=O)Nc3cccc(C(=O)NC4CC4)c3)CC2=O)cc1 (centres undefined),1%,7%,-7%,-2%,-2%,21%,-7%,-13,16%
COc1cc2cc(C(=O)N(C)C3CCS(=O)(=O)C3)[nH]c2cc1OC (centres undefined),0%,-8%,16%,-6%,7%[57.1 µM],11%,16%[57.1 µM],-3,-6%
CCC1CN(S(=O)(=O)c2cc(-c3cc(C)no3)ccc2OC)c2cc(C)ccc2O1 (centres undefined),-10%&-11%,-1%,5%&4%,-11%&-18%,-4%,17%&41%,20%,6&0,16%&14%
COc1ccc(-c2nc(C)c(CCNS(=O)(=O)c3cc(C)c(C)cc3C)s2)cc1,5%,-4%,-6%,-17%,7%[57.1 µM],6%[57 µM],11%[57.1 µM],-1,4%
COc1cc(NC(=O)COc2ccccc2[N+](=O)[O-])ccc1NC(=O)c1cccs1,2%,i,1%,-25%,3%,0%,17%,-19,-1%
Cc1nnc(SCC(=O)NCCc2ccccc2)s1,2%,1%,1%,3%,3%,26%,23%,-1,-1%
O=C(COC(=O)CN1C(=O)COc2ccccc21)NCc1ccc(F)cc1,-1%,-5%,6%,-12%,-1%,-3%,7%,1,1%
COC(=O)Cn1c(=NC(=O)c2cc(OC)c(OC)c(OC)c2)sc2cc(OC)ccc21,2%,-5%,3%,3%,53%[activator],18%,10%,0,-2%
CN=c1sc2ccccc2n1CC(O)COCc1ccco1 (centres undefined),-1%,-8%,3%,1%,1%,24%,16%,-6,-2%
CCCCN(CCCC)CC(O)Cn1cc(/C=C/C(=O)c2ccccc2)c2ccccc21 (centres undefined),3%,-4%,-5%,-27%,-10%,24%,-9%,-6,?
CCOC(CNC(=O)c1cc2c(=O)n(CC)c3ccccc3c2s1)OCC,-25%,-7%,0%,-28%,65%[activator],43%[activator],17%,11,-9%
O=C(COC(=O)c1ccc([N+](=O)[O-])cc1Cl)NC(=O)c1ccccc1,5%,-9%,0%,-10%,2%,45%,-2%,-2,6%
O=C(CSc1nnc(-c2ccccc2Cl)o1)Nc1ccccn1,1%,-7%,3%,-14%,-3%,26%,10%,-2,?
Cc1ccc(NC(=O)c2ncn(CCCN[C@H](C)c3cccc4ccccc34)n2)cc1C,-2%,-3%,0%,-16%,-1%,-6%,7%,1,-3%
CCOC(=O)C1Oc2ccccc2C(c2ccc(OC)cc2)=C1C(=O)OC (centres undefined),2%,9%,-2%,-26%,-1%,90%[activator],16%,2,?
CCOC(=O)C1CCN(C(=S)Nc2cccc(C)c2)CC1,-23%,-4%,7%,-13%,15%,13%,16%,-1,-1%
Oc1ccc(C=NCCc2ccccc2)cc1,-2%,2%,-10%,-26%,-13%,27%,-15%,-2,-4%
O=c1cc(-c2ccccc2F)nc(-c2ccccc2F)o1,1%,-3%,1%,-20%,4%,23%,-4%,-6,-4%
CC1CCN(C(=O)CCC(=O)Nc2nnc(C3CCCCC3)s2)CC1,1%,4%,-9%,-11%,-5%,20%,3%,0,2%
CCCC1=NN2C(=N)/C(=C\c3cc(C)n(-c4cccc(C)c4)c3C)C(=O)N=C2S1,-1%,-1%,6%,-8%,9%,17%,33%,-1,5%
COc1ccc(C(=O)N2CC(=O)Nc3ccc(C)cc3C2c2ccccc2)cc1OC (centres undefined),0%,-3%,3%,-23%,4%[2.29 µM],30%,10%[2.29 µM],2,-1%
CSCCC(NC(=O)c1ccco1)C(=O)Nc1ccncc1 (centres undefined),-4%,7%,-4%,-12%,3%,29%,7%,10,-1%
O=C(/C=C/c1ccc(Cl)cc1Cl)Nc1ccc(CN2CCOCC2)cc1,6%,-8%,-13%,-23%,-14%,6%,-13%,-1,0%
COc1ccc(OC)c(C2=Nn3c(nnc3-c3cc(C)[nH]n3)SC2)c1,8%,4%,-2%,-25%,3%,23%,19%,3,?
CC(C)[C@H](NC(=O)c1ccccc1)C(=O)OCC(=O)N1CCCCCC1,-5%,-1%,4%,-18%,-5%,38%,-9%,3,-12%
COc1ccc(CCCN2CCC(CN3C(=S)NC[C@@H]3Cc3ccccc3)CC2)cc1OC,4%,-28%,-5%,-15%,3%,-7%,14%,-2,-2%
COc1cccc2cc(C(=O)NCCc3c(C)[nH]c4ccc(Br)cc34)c(=O)oc12,7%,7%,8%,-8%,-6%,30%,-6%,-5,-2%
O=C(NCCc1ccccc1)c1cccc(N2C(=O)C3CC=CCC3C2=O)c1 (centres undefined),-16%,-2%,-4%,-17%,-1%[57.1 µM],13%,16%[57.1 µM],3,-10%
CCOc1ccc(-c2nnc(SCC(=O)Nc3cc(C)on3)o2)cc1,12%,-7%,-6%,-6%,4%[57.1 µM],19%,20%[57.1 µM],1,1%
O=C(COC(=O)CN1C(=O)NC2(CCCC2)C1=O)Nc1c(Cl)cccc1C(F)(F)F,4%,6%,6%,-13%,6%,23%,9%,5,-6%
NC(=O)SCC(=O)Nc1ccc(Cl)cc1,0%,0%,9%,-9%,-11%,101%[activator],10%,?,-6%
COC(=O)c1ccc(-c2nc(-c3ccc(OC)c(OC)c3)no2)cc1,1%,-5%,12%,-24%,9%,51%[activator],21%,2,2%
COc1cccc(C2C(C#N)=C(N)N(N(C)C)C3=C2C(=O)CCC3)c1 (centres undefined),14%,1%,2%,-5%,-11%,35%,-7%,1,1%
CC1(C)C(/C=C/C=C/C=C/C=C2\N(CCCCS(=O)(=O)O)c3ccc4ccccc4c3C2(C)C)=[N+](CCCCS(=O)(=O)[O-])c2ccc3ccccc3c21,6.3µM*,?,?,-5%,-16%,?,3.5µM*,-65*,?
COc1cccc(NC(=O)CCCn2c(=O)[nH]c3ccccc3c2=O)c1,1%,7%,3%,-5%,5%,31%,4%,1,-5%

# Source: PubChem (National Center for Advancing Translational Sciences (NCATS))
